Screening results as filed in PubChem.
TNF necrop inh: inhibitors of TNF-alpha triggered necroptosis, primary screen, cell-based, Jurkat FADD-/-, single concentration. Jurkat FADD-/- TNF necroptosis rescue, ATP luminescence, 24 h; 0 = TNF only, 100 = no-TNF cells. activation (protection from cell death), % at 10 µM. 220,000 compounds, 0.068% hits. AID 463075, 2010;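 active = activation, meaning protection from cell death, of at least 50% relative to plate controls; inactive = activation below 50%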;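 also: necroptosis triggered by 40 ng/mL TNF-alpha added together with compound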
TRPML3 agonist: human TRPML3 channel agonists, primary screen, cell-based, HEK293 TRPML3-YFP, Fluo-8 calcium fluorescence, 3 µM; Mucolipin-3 (Homo sapiens), Q8TDD5; 100% = the carbachol control signal; activation, % at 3 µM; 220,000 compounds, 0.29% hits;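 active = activation above its plate's cutoff, the mean activation of the plate's test wells plus 3 SD, cut at about 12% in these data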;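 also: 0% = DMSO only wells and 100% = carbachol wells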
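Test system: TRPML3-YFP stable HEK293 cells. Doses: single point at 3 µM. Incubation: dye loading 1 h 37 °C then 30 min ambient, 125 s read. Signal: Fluo-8 calcium dye fluorescence, ex 470-495, em 515-575 nm. Measure: percent activation from peak-to-basal fluorescence ratio, scaled between DMSO and carbachol.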
Ba/F3 V617F tox: reduced viability of JAK2V617F-dependent Ba/F3 cells, primary screen, JAK2V617F inhibitor project, cell-based, Ba/F3 EpoR-JAK2V617F, luminescence | ATP luminescence | inhibition, % at 5.6 µM | 220,000 compounds, 1.1% hits;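 active = inhibition above the campaign mean plus 3 SD over all tested compounds, cut at about 24% in these data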;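 also: cytokine-independent growth of Ba/F3 cells driven by EpoR plus mutant JAK2; 0% = DMSO-treated cells and 100% = JAK inhibitor I control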
PPC-1+TRAIL kill: compounds killing PPC-1 cancer cells with TRAIL present, primary screen, TRAIL potentiator project, ATPLite luminescence, uHTS; PPC-1 cells + TRAIL, ATPLite viability luminescence; cell killing (% activity), % at 4 µM; 220,000 compounds, 0.41% hits; AID 1443, 2008;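 active = cell killing above 50% in the first pass at 4 µM, then a duplicate retest at 5 µM averaging 50% or more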;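 also: plate controls were cells with TRAIL plus DMSO for no effect and medium-only wells lacking cells for full effect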
CHOP inhibitor: inhibitors of CHOP promoter induction, primary screen, cell-based, unfolded protein response, luciferase reporter; inhibition, % at 10 µM; 220,000 compounds, 3.8% hits; CHO-K1 CHOP-promoter luciferase, tunicamycin-induced, 15-18 h; AID 2732, 2010;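 active = compounds that reduced the stress-induced luciferase reporter signal by more than about 70% of percent inhibition, limit read from the data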;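 also: 0% = tunicamycin plus vehicle and 100% = wells without tunicamycin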
Wee1 degr inh: Wee1 degradation inhibitors, primary screen, cell-based, HeLa, Wee1K328M-luciferase, luminescence | Wee1-like protein kinase (Homo sapiens), P30291 | HeLa Luc-Wee1K328M stability; 100% = proteasome inhibitor MG132 effect | reporter increase, % at 5 µM | 220,000 compounds, 1.2% hits | AID 1321, 2008;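 active = activation above the mean of all tested compounds plus 3 SD, set per screening run, cut at about 8.8% in these data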;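 also: cells exposed to compound for 20 h before luminescence read; 0% = DMSO alone and 100% = MG132 at 30 µM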
Target sequence (P30291 whole entry K328M): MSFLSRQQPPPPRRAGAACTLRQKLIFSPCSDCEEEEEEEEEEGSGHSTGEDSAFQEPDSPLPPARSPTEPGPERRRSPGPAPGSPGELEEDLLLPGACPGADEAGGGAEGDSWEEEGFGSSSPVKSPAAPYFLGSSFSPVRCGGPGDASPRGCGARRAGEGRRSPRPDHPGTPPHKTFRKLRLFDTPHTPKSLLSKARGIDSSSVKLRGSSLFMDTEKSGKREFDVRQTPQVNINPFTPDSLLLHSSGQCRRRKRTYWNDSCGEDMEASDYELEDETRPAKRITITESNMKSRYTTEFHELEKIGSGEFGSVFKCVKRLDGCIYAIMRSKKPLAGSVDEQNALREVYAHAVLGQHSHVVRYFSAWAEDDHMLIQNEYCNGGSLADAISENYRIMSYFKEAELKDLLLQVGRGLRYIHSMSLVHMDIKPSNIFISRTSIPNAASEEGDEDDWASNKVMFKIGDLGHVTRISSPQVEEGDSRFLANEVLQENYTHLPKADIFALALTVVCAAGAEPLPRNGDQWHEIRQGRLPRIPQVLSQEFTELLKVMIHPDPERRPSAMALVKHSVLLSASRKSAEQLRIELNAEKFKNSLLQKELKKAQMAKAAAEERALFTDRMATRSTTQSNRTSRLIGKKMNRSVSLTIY
BaF3 tox: parental Ba/F3 cell viability inhibition, counter-screen for JAK2V617F inhibitor project, murine pro-B, CellTiter-Glo luminescence. CellTiter-Glo ATP luminescence. inhibition, % at 5.6 µM. 220,000 compounds, 1.1% hits. AID 1486, 2009;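 active = inhibition above a per-campaign cutoff, the mean inhibition of all tested compounds plus 3 SD, cut at about 27% in these data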;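 also: 0% = DMSO wells and 100% = JAK Inhibitor I control wells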
zfTRPN1 agonist: zebrafish TRPN1 channel agonists, primary screen, cell-based, HEK293, calcium fluorescence. transient receptor potential cation channel N1 (TRPN1/NompC), Danio rerio. HEK293 zebrafish TRPN1-YFP, Fluo-8 calcium fluorescence; 100% = response to 87 µM carbachol. activation, % at 3 µM. 220,000 compounds, 0.18% hits;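 active = activation above its plate's cutoff, the mean activation of test wells on that plate plus 3 SD, cut at about 19% in these data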;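 also: 0% = DMSO alone and 100% = 87 µM carbachol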
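Material: zebrafish TRPN1-YFP in HEK293 cells. Doses: one dose of 3 µM, 0.3% DMSO. Incubation: dye 1 h 37 °C plus 30 min RT. Measured by: intracellular calcium fluorescence with Fluo-8.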
RBBP9 inh: human RBBP9 inhibitors, primary screen, biochemical, fluorescence polarization, FP-Rh probe, HTS; Serine hydrolase RBBP9 (Homo sapiens), O75884; recombinant RBBP9; inhibition, % at 7.94 µM; 220,000 compounds, 0.2% hits; AID 1515, 2009;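 active = inhibition above the campaign mean of all tested compounds plus 3 SD, cut at about 14% in these data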;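 also: plate controls were DMSO wells with RBBP9 for no effect and wells lacking RBBP9 protein for full effect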
Target sequence (O75884 whole entry, looked up): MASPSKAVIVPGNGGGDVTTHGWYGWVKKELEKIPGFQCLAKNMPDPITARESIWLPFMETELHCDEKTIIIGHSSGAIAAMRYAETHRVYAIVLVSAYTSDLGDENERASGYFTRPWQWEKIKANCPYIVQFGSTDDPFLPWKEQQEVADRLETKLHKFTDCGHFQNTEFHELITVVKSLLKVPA
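system = RBBP9 protein | input = RBBP9 at 2.5 µM in dispensed solution, before mixing | measured by = fluorescence polarization (mP), excitation 525 nm, emission 598 nm | incubation = enzyme-compound preincubation 30 min, then probe labeling 45 min, 25 °C | buffer or medium = Tris-NaCl-Pluronic buffer, pH 8.0 | compound = single dose 7.94 µM | also added = FP-Rh probe, 375 nM dispensing solution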
Numbers without * were called inactive; / = not tested or not shown. Random draw from the library. About 6.8% of those tested had a hit in this group.

SMILES	TNF necrop inh	TRPML3 agonist	Ba/F3 V617F tox	PPC-1+TRAIL kill	CHOP inhibitor	Wee1 degr inh	BaF3 tox	zfTRPN1 agonist	RBBP9 inh
Cn1c(SCc2nc3ccccc3[nH]2)nnc1-c1cnccn1	1.7	1.0	-3	-1	-16	-1	-2	-0.5	9
S=C(Nc1cccnc1)NC1CCCCCCC1	-2.3	1.3	0	5	12	-3	8	-1.2	-3
Cn1ncc2c(N3CCOCC3)ncnc21	-0.5	1.2	1	8	14	3	1	-0.3	-5
COc1ccc(C(=O)C(C)N(C(=O)c2ccc(Cl)cc2Cl)N2C(=O)C3C4C=CC(C4)C3C2=O)cc1 (centres undefined)	-3.8	0.3	-2	-26	61	1	3	0.3	-2
O=C(CCCCCCC(=O)c1ccccc1)c1ccccc1	0.1	0.6	-4	14	55	1	-4	1.6	5
CC(C)OCCCNC(=O)Cc1ccc(Br)cc1	0.1	0.4	-4	-2	24	1	-4	0.0	4
CCOc1ccc(-c2nnc3ccc(SCC(=O)Nc4cc(C)on4)nn23)cc1	1.8	0.6	-2	22	-13	0	0	0.3	4
Cc1ccc(CCN2C(=O)CCC2(C)C(=O)NCc2cccnc2)cc1 (centres undefined)	1.3	0.4	-6	10	19	9	-1	1.8	1
Cc1onc(-c2ccccc2)c1NC(=O)Nc1ccc(OC(F)F)cc1	1.9	0.6	-3	9	0	1	0	0.4	-9
O=C(O)CC1=C(O)C(=O)N(c2ccccc2)C1c1ccc(Br)cc1 (centres undefined)	-0.6	0.7	3	2	-30	-3	3	0.5	-5
CC1Cc2ccccc2N1C(=S)NC(=O)c1cccc(Br)c1 (centres undefined)	0.6	0.2	-2	32	-7	-1	4	0.1	-6
COc1cc(OC)cc(C(=O)Nc2cccnc2)c1	-1.3	1.1	3	12	-7	1	8	0.0	1
CCOc1ccccc1Oc1c(C)oc2cc(OC(=O)N3CCOCC3)ccc2c1=O	0.2	0.4	-4	9	-11	2	5	1.7	1
Cc1ccc(C)c(OCC(=O)N/N=C/c2c(C)nn(-c3ccccc3)c2Cl)c1	-4.4	0.4	5	16	83*	1	5	0.5	9
O=C(CC12CC3CC(CC(C3)C1)C2)NC(=S)NCc1ccccc1	1.4	1.0	-2	22	8	2	5	0.5	-4
COc1ccccc1C(=O)NNC(=O)C(=O)NCc1ccccc1	-1.5	0.3	1	5	41	-2	9	1.5	1
CC(C)(C)c1nc2scc(-c3ccc(Br)cc3)c2c(=O)o1	0.9	0.2	-5	17	41	6	1	-1.1	1
C=CCSc1nnc(CSc2nc3sc4c(c3c(=O)[nH]2)CCCC4)n1-c1ccccc1	-1.0	-0.1	-4	-4	37	-2	0	-0.8	-5
COc1ccc([N+](=O)[O-])cc1NC(=O)Cc1ccccc1Cl	1.4	0.1	0	3	39	2	3	-0.7	-5
Cn1c(=O)cc(OCC(=O)N2CCCc3ccccc32)c2ccccc21	-0.1	0.2	-2	14	39	0	-2	-0.8	-1
COc1ccc(N(C(=O)c2cccnc2)S(=O)(=O)c2ccc3c(c2)n(C)c(=O)n3C)cc1	-3.3	0.9	-2	1	23	-1	0	-0.5	6
CSCCC(NC(N)=O)C(=O)Nc1cccc(C#N)c1 (centres undefined)	-0.5	0.7	-3	17	-3	2	1	0.0	-1
O=C(CN1CCCc2ccccc21)NC(=O)NCc1ccco1	-1.9	-0.3	0	2	8	0	3	-0.6	-5
CCC(C)NC(=O)Cn1cnc2sc(C)c(S(=O)(=O)N3CCN(c4ncccn4)CC3)c2c1=O (centres undefined)	-2.0	0.6	1	8	5	16*	4	-1.6	-1
O=C(/C=C/Nc1cccc([N+](=O)[O-])c1)c1ccco1	-8.7	-0.5	3	/	/	3	9	-0.1	0
CCOC(=O)c1csc(NC(=O)CSc2nnc(C3CC3)n2C)n1	-2.7	0.2	1	13	9	-2	5	0.2	-1
Cc1cc(C)n2c3c(c(C#N)c2n1)CCCC3	-2.9	0.4	-2	15	2	2	2	-0.9	-7
NC(=O)C1CCN(C(=O)CCSc2ccccc2)CC1	0.1	0.8	-5	34	1	0	1	-0.9	0
COc1ccc2nc(SCC(=O)Nc3nccs3)[nH]c2c1	1.8	0.0	3	-6	4	-1	4	0.9	-2
Cn1c(SCC(=O)N2CCOCC2)nnc1-c1ccc2ncccc2c1	4.9	1.1	-3	5	-15	-3	-1	0.9	1
c1cncc(-c2nc3c(ccc4ccccc43)[nH]2)c1	-7.0	0.8	-3	-14	30	2	0	-0.7	-6
COc1cc(C)c(NC(=O)C(=S)NCc2ccccc2)cc1C	2.3	0.3	-6	-5	16	2	2	0.6	-3
CCOC(=O)N1CCN(S(=O)(=O)c2cc(Br)cc3c2N(C(=O)C2CC2)CC3)CC1	1.7	0.4	-2	-12	-20	3	6	0.4	-9
CCOC(=O)Cn1c(SC)nc2sc3c(c2c1=O)CC(C)(C)OC3	0.2	-0.1	-2	13	-17	3	2	0.1	5
Cc1ccccc1OCC(=O)N/N=C/c1c(C)nn(-c2ccccc2)c1Cl	2.9	1.1	-2	18	5	3	2	-0.1	-1
CC1=CC(C)(C)N2C(=O)C3(SCC(=O)N3c3ccc(O)cc3)c3cc(C)cc1c32 (centres undefined)	-1.6	2.4	-2	15	54	5	3	4.9	-7
COc1ccccc1CC(=O)Nc1c[nH]c(=O)[nH]c1=O	1.1	0.4	6	0	4	-1	9	0.6	-2
CC(/C=C/c1cccs1)=C\C(=O)O	-0.6	0.1	-3	28	-7	1	0	1.9	-2
CCOc1ccc(S(=O)(=O)N/N=C2/CC(c3ccccc3)Oc3ccccc32)cc1 (centres undefined)	2.4	0.1	3	16	63	-3	6	0.6	-9
CCNC(=O)N1CCCC(C(=O)c2ccc3cc(OC)ccc3c2)C1 (centres undefined)	1.1	-0.4	-4	-3	7	7	2	-1.7	4
O=C(O)c1ccccc1OCCOc1ccccc1C(=O)O	-1.4	1.0	4	-10	62	5	7	-0.7	-3
CCOc1ccc(NS(=O)(=O)c2ccc3[nH]c(=O)c(=O)[nH]c3c2)cc1	0.3	-0.2	1	18	20	2	5	0.9	2
CC(C)(C)c1cc(-c2ccccc2)no1	0.9	-0.2	-6	16	9	2	-1	0.6	-5
C1CCC(Nc2nc3nonc3nc2N2CCSCC2)C1	2.0	-0.5	-2	10	26	-2	-3	-1.7	2
Cc1ccc(NC(=O)C2CCN(S(C)(=O)=O)CC2)cc1	0.4	0.0	-3	-20	5	0	-1	-0.4	-2
Cc1ccc2sc(NNC(=O)c3ccc4c(c3)OCCO4)nc2c1C	0.3	-0.7	-4	22	-2	0	-1	-0.9	1
COc1ccc(S(=O)(=O)NN=C2CCCCC2)cc1	-0.7	-0.3	-4	13	-10	0	0	-0.3	-4
Cc1ccc(S(=O)(=O)N(C)c2ccc(OCC(=O)Nc3cccc(-n4cnnn4)c3C)cc2)cc1	-0.9	0.2	-5	7	9	2	2	2.6	-7
C=CCn1c(SCC(=O)NCC2CCCO2)nc2scc(-c3ccco3)c2c1=O (centres undefined)	-1.0	0.2	1	-8	41	3	7	1.6	-4
O=C1C(C2=NC(c3ccccn3)C3C(=O)N(c4ccc(OC(F)(F)F)cc4)C(=O)C23)=C(O)c2ccccc21 (centres undefined)	2.2	0.8	-5	-20	105*	-2	-1	0.5	-9
CCOC(=O)C1CCN(CCC(=O)Nc2ccccc2)CC1	-0.8	0.2	0	31	39	-1	5	0.8	0
O=C(CN(C(=O)c1ccc2c(c1)OCCO2)c1ccccc1)NCC1CCCO1 (centres undefined)	-3.9	1.3	6	3	31	0	1	0.0	-14
COc1cnn(Cc2ccccc2)c(=O)c1SCc1ccccc1	0.4	-1.1	-2	22	11	-3	6	-2.3	-5
CCOC(=O)c1ccc(CNC(=O)c2n[nH]c(=O)c3ccccc23)o1	2.1	0.4	-2	25	22	4	2	1.3	-4
O=C(COc1ccc(Br)cc1)Nc1nnc(-c2cccnc2)s1	2.2	0.5	2	8	-13	-2	3	0.5	-14
CCOC(=O)c1[nH]nc(N)c1NC(=O)c1ccc(Cl)cc1Cl	-0.6	0.4	-4	22	-2	2	-1	-0.6	-7
O=C(Cn1cccc1)NCc1cccs1	1.3	0.9	1	5	16	2	2	-0.1	-3
CCC(C(=O)Nc1cc(C(=O)Nc2cc(C)ccn2)ccc1Cl)c1ccccc1 (centres undefined)	3.8	-0.5	-2	19	41	1	5	-2.0	-7
COCCCn1c(SCc2cccc(C(F)(F)F)c2)nc2cc(OC)c(OC)cc2c1=N	-6.1	-0.7	-2	11	3	-2	-1	-1.0	-1
O=C(c1ccco1)N1CCN(C(=O)C2(S(=O)(=O)c3ccc(Cl)cc3)CC2)CC1	-0.4	0.2	6	16	-6	3	6	1.5	-14

A second format for some results above.
Values in the order – TNF necrop inh | TRPML3 agonist | Ba/F3 V617F tox | PPC-1+TRAIL kill | CHOP inhibitor | Wee1 degr inh | BaF3 tox | zfTRPN1 agonist | RBBP9 inh
O=C(COc1ccc(Br)cc1)Nc1nnc(-c2cccnc2)s1
    2.2 | 0.5 | 2 | 8 | -13 | -2 | 3 | 0.5 | -14
COc1cnn(Cc2ccccc2)c(=O)c1SCc1ccccc1
    0.4 | -1.1 | -2 | 22 | 11 | -3 | 6 | -2.3 | -5

(next part)
SMILES	TNF necrop inh	TRPML3 agonist	Ba/F3 V617F tox	PPC-1+TRAIL kill	CHOP inhibitor	Wee1 degr inh	BaF3 tox	zfTRPN1 agonist	RBBP9 inh
COCc1cc(Sc2ccc(Cl)cc2Cl)nc(-c2ccccc2)n1	-3.4	0.7	-3	19	41	8	1	2.0	-7
CCc1ccc(C=NC23CN4CN(CN(C4)C2)C3)s1	-0.1	0.0	-1	30	38	-1	3	0.8	-4
CC(C)N1C(=O)C(O)(C2COC(C)(C)CC2=O)c2ccccc21 (centres undefined)	0.3	0.9	-4	-7	11	2	-2	0.2	-8
COC(=O)c1ccc(NC(=O)C23CC4CC(C2)CC(n2cnc(Cl)n2)(C4)C3)cc1	-4.0	-0.1	-3	25	-6	-1	4	-1.1	5
